Screening results from PubChem.
Rab9 prom act – activates the Rab9 promoter; Huh7 Rab9 promoter-luciferase reporter, luminescence, 24 h; Potency, µM (doses to about 9.22 µM), inactives show at the top dose activation, negative = inhibition, usual class: activators; actives 2.8% (n = 320,000); further: % of control where 0% means no effect; nearly all actives have a fitted effect of over 60% in size
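Steps: seed 1500 Huh7 Rab9-luc cells per well, rest 2 h at 37 °C; add compound in DMSO; incubate 24 h; add luciferase reagent, 10 min ambient; read luminescence.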
ELG1 genotox – induces genotoxicity in HEK293T cells with luciferase-tagged ELG1 | Potency, µM (titrated, usually from 46 µM), without a hit: at the highest dose activity change, positive = activation, actives largely listed as activators | actives 1.3% (n = 330,000) | HEK293T ELG1-luciferase reporter, luminescence, 16 h; further: % of control where 0% means no effect; nearly all actives have a fitted effect of over 60% in size
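HEK293T cells expressing luciferase-tagged ELG1 were treated with compound or DMSO for 16 hr at 37°C. Luciferase activity was then read after 30 min with ONE-Glo at room temperature; rising signal flags genetic stress.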
p53 reactivation – restores transcriptional activity of mutant p53; Potency, µM (titrated, usually from 92.2 µM), without a hit: top-dose activity change, positive = activation, most hits filed as activators; actives 0.063% (n = 320,000); H1299 p53-A138V BP100-luciferase reporter, luminescence, 24 h; further: % of control where 0% means no effect; nearly all actives have a fitted effect of over 45% in size
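p53-null H1299 cells stably carrying temperature-sensitive p53-A138V and a BP100-luciferase reporter were pinned with compounds (4-point, 1:5 series) and held 24 hrs at 37 deg C. Luminescence was read 10 min after detection reagent.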
MBNL1-CUG inh – blocks human MBNL1 binding to CUG repeat RNA; Q9NR56; TR-FRET MBNL1-His/biotin-(CUG)12 binding, 665/545 ratio; Potency, µM (top dose mostly 57.5 µM), inactives show at the top dose activity change, negative = inhibition, usual class: inhibitors; actives 0.036% (n = 280,000); AID 2675; active means well fitted inhibition curve with a large enough effect in the signal ratio, with a control signal flat, not every such curve was filed as active; inconclusive means small, poorly fitted or top-dose-only effect, or effect the other way, or a change in a side signal; inactive means no such curve, though single readings can be large or run the other way; the % refers to the signal ratio; further: on the % scale 0 is the no-effect control and ±100 the full control effect
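TR-FRET readout: Ex 340 nm, 665/545 nm emission ratio, normalized to buffer-only (basal) and MBNL1-(CUG)12 controls. Complex of MBNL1-His with Biotin-(CUG)12, compounds 92 nM–58 uM, incubated 60 min at room temperature.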
BRCA1 expr act – activators of BRCA1 expression; MCF7-BRCA1-FFLuc reporter, luminescence, 48 h; response scale: scaled: vehicle 0%, 10 µM genistein 100%; Potency, µM (top dose mostly 46.1 µM), for the others: at the top dose activation, usual class: activators; actives 1.1% (n = 380,000); further: nearly all actives have a fitted effect of over 80% in size; some results filed as inactive show a strong effect at the top dose
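First, MCF7-BRCA1-FFLuc cells (2000/well) attach for 2 h; next, compounds are pin-added and incubated 48 h at 37 °C; finally, luciferase reagent is added and luminescence read after 15 min.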
Gal4-VP16 FLuc – Gal4-VP16 reporter inhibition counter-screen. Potency, µM (titrated, usually from 53.6 µM), inactives show top-dose activity, negative = inhibition, hits mostly inhibitors. Drosophila S2 Gal4-VP16 UAS-luciferase, luminescence, 20 h. AID 2546. actives 3.5% (n = 310,000);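 further: Gal4-VP16 expression switched on by copper sulfate through the metallothionein promoter; on the % scale 0 is the no-effect control and ±100 the full control effect; nearly all actives have a fitted effect of over 50% in size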
RORgamma inh – ROR gamma (mouse) transcription inhibition. Drosophila S2 Gal4-RORgamma UAS-luciferase reporter, 20 h. Potency, µM (highest dose often 53.6 µM), for inactives: top-dose activity change, negative = inhibition, most hits filed as inhibitors. actives 5.4% (n = 310,000). P51450; further: on the % scale 0 is the no-effect control and ±100 the full control effect; nearly all actives have a fitted effect of over 60% in size
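A Gal4/UAS one-hybrid system in insect cells: metallothionein-promoter Gal4–ROR gamma fusion plus Photinus luciferase reporter. Copper sulfate 700 uM final, 20 hr ambient incubation, luminescent detection after 10 min with reagent.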
uPA generation – cell surface uPA generation inhibition; cell surface uPA generation assay, qHTS; actives 0.31% (n = 330,000); Potency, µM (highest dose often 38.3 µM), for inactives: at the highest dose activity change, negative = inhibition, actives largely listed as inhibitors; active means well fitted inhibition curve with a large enough effect; inconclusive means small, poorly fitted or top-dose-only effect; inactive means no such curve, though single readings can be large or run the other way; tested in mouse RAW 264.7 cells; further: on the % scale 0 is the no-effect control and ±100 the full control effect; nearly all actives have a fitted effect of over 55% in size
FLuc modulator – inhibits or activates purified firefly luciferase, miR-21 counter-screen. P08659. purified FLuc, Km substrates, luminescence inhibition. Potency, µM (series often up to 57.5 µM), for inactives: at the highest dose activity change, negative = inhibition, usual class: inhibitors. actives 6.9% (n = 360,000);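 further: plate controls were vehicle for no effect and reference inhibitor for full effect; nearly all actives have a fitted effect of over 55% in size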
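Biochemical qHTS of compounds, final roughly 60 µM downward over six points, against 10 nM purified firefly luciferase using Km concentrations of substrates (10 uM D-luciferin, 10 uM ATP) in Tris acetate pH 7.5 buffer; luminescence output.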
NPC1 promoter act – activates the NPC1 promoter. Huh7 NPC1 promoter luciferase reporter, 24 h. Potency, µM (titrated, usually from 9.22 µM), for the others: at the top dose activation, actives largely listed as activators. actives 2.4% (n = 320,000);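 further: % of control where 0% means no effect; nearly all actives have a fitted effect of over 60% in size; reporter is driven by a mutant NPC1 promoter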
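NPC1 promoter–luciferase Huh7 cells; 24 h compound; luminescence.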
* hit, by the source's call; u = inconclusive; x = no result given; [ ] = remark or other dose. Unless noted, the call rests on the fitted dose curve; in most records, active means well fitted curve in the direction sought with a large enough effect; inconclusive means small, poorly fitted or top-dose-only effect, or another doubt; inactive means no such curve, though single readings can be large; an effect the other way counts as inactive or inconclusive. Potency means the concentration at half of the fitted maximal effect.

smiles,uPA generation,BRCA1 expr act,p53 reactivation,ELG1 genotox,RORgamma inh,MBNL1-CUG inh,FLuc modulator,Rab9 prom act,NPC1 promoter act,Gal4-VP16 FLuc
CCN(CC)CCCn1c(=S)[nH]c2cc(OC)c(OC)cc2c1=O,x,-5.5%,-3.0%,1.3%,4.8%,1.1%,-1.7%,0.0%,0.7%,-3.0%
CN(c1ccc(F)cc1)S(=O)(=O)c1ccc(Cl)c(C(=O)Nc2ccc3c(c2)CCC3)c1,6.8%,-37.5%,12.4%,-6.0%,66.7%,0.1%,-2.2%,4.5%,-1.3%,-2.9%
Cc1cccc(NC(=O)CSc2n[nH]c(-c3cccnc3)n2)c1,0.3%,9.4%,-8.1%,-0.1%,0.0%,-3.2%,-4.5%,-2.8%,-1.7%,4.5%
CCOC(=O)c1c(C)oc2ccc(OS(C)(=O)=O)cc12,0.4%,-4.9%,2.4%,5.3%,9.0%,1.5%,u,-6.2%,-2.9%,-3.2%
CCOC(=O)Cn1c(=NC(=O)C2CC2)sc2c(C)cc(C)cc21,-4.4%,-41.7%,0.5%,-3.2%,1.2%,u,-16.7%,5.5%,7.0%,-11.7%
O=C(Nc1ccc(-n2nncc2-c2ccco2)cc1)c1cccc(F)c1,x,1.6%,-13.1%,-9.1%,u,-1.6%,-1.8%,0.0%,-5.6%,-10.7%
O=C(NN=C1CCCC1)c1cc(Br)ccc1O,-18.2%,18.4%,12.7%,3.3%,u,2.2%,u,12.2%,-2.6%,u
COc1ccccc1CN1CC(C(=O)NC2(c3ccccc3)CC2)CCC1=O (stereo not drawn),2.7%,-2.0%,u,1.3%,6.7%,-2.9%,-6.3%,-2.4%,-3.3%,3.2%
Cc1nc(NC(=O)CN2CC(C)OC(C)C2)sc1C(=O)N(C)C (stereo not drawn),4.2%,24.5%,x,1.6%,-22.5%,-3.3%,-1.1%,-4.7%,-3.4%,-4.8%
CC(=O)C1=C(C)NC(=O)NC1c1cc(Br)ccc1OCC(N)=O (stereo not drawn),2.2%,-6.0%,-4.5%,4.9%,10.6%,10.4%,-2.5%,-1.5%,-3.4%,-2.3%

The closing 3 compounds of the part above come first, to join the parts.
smiles,uPA generation,BRCA1 expr act,p53 reactivation,ELG1 genotox,RORgamma inh,MBNL1-CUG inh,FLuc modulator,Rab9 prom act,NPC1 promoter act,Gal4-VP16 FLuc
COc1ccccc1CN1CC(C(=O)NC2(c3ccccc3)CC2)CCC1=O (stereo not drawn),2.7%,-2.0%,u,1.3%,6.7%,-2.9%,-6.3%,-2.4%,-3.3%,3.2%
Cc1nc(NC(=O)CN2CC(C)OC(C)C2)sc1C(=O)N(C)C (stereo not drawn),4.2%,24.5%,x,1.6%,-22.5%,-3.3%,-1.1%,-4.7%,-3.4%,-4.8%
CC(=O)C1=C(C)NC(=O)NC1c1cc(Br)ccc1OCC(N)=O (stereo not drawn),2.2%,-6.0%,-4.5%,4.9%,10.6%,10.4%,-2.5%,-1.5%,-3.4%,-2.3%
Cn1nnnc1SCC(=O)Nc1c(Cl)cccc1Cl,-2.1%,0.0%,4.2%,1.8%,-7.6%,-5.9%,4.8%,-5.1%,4.0%,4.2%
CC(C)[C@H](NC(=O)[C@@H]1Cc2ccccc2CN1C(=O)OC(C)(C)C)C(=O)NC1CCCC1,u,-26.7%,3.6%,0.2%,-11.1%,3.5%,-1.4%,4.8%,-17.7%,-15.3%
O=C1CC(c2ccccc2)=NN1c1ccc([N+](=O)[O-])cc1,16.3%,-57.5%,23.5%,-5.7%,u,21.2%,13.5µM*,23.8%,12.1%,u
CC(C)(C)/C=N/NC(=O)C1CC1,10.8%,4.0%,5.5%,-0.6%,24.7%,-0.3%,-1.6%,-1.1%,-0.5%,2.9%
CC(C)C(C(=O)NCc1ccco1)N(C(=O)CNS(=O)(=O)c1ccc(Cl)cc1)C1CCCC1 (stereo not drawn),0.4%,-36.3%,0.3%,-7.7%,-10.3%,-9.3%,-2.7%,-2.1%,-1.5%,-1.2%
O=C(Nc1ccccc1Oc1cccnc1)C1CCCN(Cc2ccccc2O)C1 (stereo not drawn),-10.5%,-33.8%,0.2%,-4.9%,-14.6%,5.4%,-0.5%,-1.6%,-5.0%,-0.9%
CN1C2CCC1CC(OC(=O)C(O)c1ccccc1)C2 (stereo not drawn),x,x,x,x,-12.4%,x,x,-1.5%[46.1 µM],-3.8%[46.1 µM],1.2%
O=C(Nc1ccc(Cl)c(S(=O)(=O)N2CCOCC2)c1)c1ccc(Cl)nc1,-7.2%,-85.7%,-9.6%,-9.2%,x,x,2.0%,-5.7%,-8.7%,x
Cc1cccc(NC(=O)c2cccnc2Cl)n1,1.1%,4.8%,14.2%,6.5%,7.8%,0.3%,2.2%,5.8%,-1.8%,6.9%
COCCNC(=O)c1ccc2c(c1)nc(C)n2-c1cc(OC)c(OC)c(OC)c1,3.6%,-25.3%,-0.6%,10.6%,-24.9%,-3.5%,-0.9%,4.7%,2.5%,-8.0%
COC(=O)c1sccc1NC(=O)Nc1ccccc1Cl,4.0%,-2.6%,-5.0%,6.4%,18.8%,1.9%,u,-3.1%,2.4%,-4.3%
Cc1nn(C)cc1S(=O)(=O)Nc1ccc(F)c(F)c1,-1.5%,0.5%,x,-1.8%,x,-3.5%,2.2%,4.1%,-4.3%,x
CCN(CC)C1CCS(=O)(=O)C1 (stereo not drawn),-7.3%,7.7%,-2.6%,1.0%,2.2%,x,-0.1%,-3.5%,3.3%,-7.0%
CCOC(=O)c1cccc(NC(=O)CSc2nc3ccccc3c(=O)n2CC)c1,-3.9%,-23.3%,-8.7%,-2.3%,7.2%,1.3%,5.1%,-0.2%,-4.2%,-0.6%
Cc1ccsc1C1NC(=O)c2c(sc3c2CCCC3)N1 (stereo not drawn),-2.8%,u,u,u,31.0%,16.0%,16.9µM*,u,u,-5.8%
CC1=Nn2c(nnc2-c2ccccc2)SC1,-2.4%,-7.0%,7.8%,5.7%,-21.3%,4.5%,-1.1%,-5.4%,-0.6%,-8.0%
COc1ccc(OC)c(NC(=O)N2CCCC(CNS(=O)(=O)c3cccs3)C2)c1 (stereo not drawn),x,-15.6%,-3.9%,-3.8%,-5.9%,8.1%,0.6%,-9.4%,-2.8%,-0.7%
CCCn1nc(C(=O)NNC(=O)Cc2ccc(S(=O)(=O)N3CCOCC3)s2)c2ccccc2c1=O,27.3%,-14.2%,-2.2%,0.0%,x,x,4.6%,-3.1%,4.7%,x
COc1ccccc1C(=O)N1C(CC(=O)Nc2ccccc2C)C(=O)NC2CCCCC21 (stereo not drawn),2.8%,2.0%,0.7%,-5.2%,-2.0%,0.7%,3.2%,-5.1%,0.2%,1.9%
COc1ccc(OC)c(/C=N/NC(=O)CSc2nnc(C)n2-c2ccccc2)c1,-4.3%,0.9%,-2.5%,0.1%,-9.8%,u,-6.6%,0.9%,-1.0%,2.1%
COc1ccccc1NCC(=O)NNCC(=O)Nc1ccc(F)c(Cl)c1,-1.9%,-26.1%,-2.7%,-1.7%,27.9%,1.5%,-3.8%,3.3%,-2.3%,-12.4%
COc1cc(/C=N/NC(=O)c2ccc3c(c2)OCCO3)cc(Br)c1O,u,32.1%,x,13.6%,15.8µM*,8.9%,10.7µM*,15.5%,1.9%,u
Cc1cc(OCC(=O)NCCCn2ccnc2)c2c(C)cc(=O)oc2c1,-1.1%,-24.0%,-2.2%,2.5%,-15.8%,-3.2%,1.6%,-2.7%,17.1%,0.2%
CCCCS(=O)(=O)Nc1ccc(Cc2ccncc2)cc1,10.6%,-28.5%,-7.8%,-19.2%,24.0%[0.365 µM],-1.4%,2.7%,2.1%,-3.7%,x
CC(NC(=O)COC(=O)c1cccc(S(=O)(=O)N2CCCC2)c1)c1ccccc1 (stereo not drawn),1.7%,0.4%,-1.1%,-0.5%,x,x,x,x,x,x
CN(C)S(=O)(=O)c1ccc(NC(=S)NC(=O)c2ccc(Br)o2)cc1,x,x,-0.9%,-5.0%,11.2µM*,0.6%,-14.7%,1.8%,-7.8%,u
CCCNC(=S)N1CCCC(c2nc3ccccc3[nH]2)C1 (stereo not drawn),-3.7%,0.0%,-4.5%,-0.5%,-15.0%,u,-0.4%,-3.0%,0.8%,3.6%
Clc1cccc(/C=N/Nc2nc(Cl)nc3ccccc23)c1,-1.6%,52.6%,u,u,2µM*,-11.3%,4.78µM*,3.98µM*,2.82µM*,-1.9%
CN(C)CCN1C(=O)C(=O)/C(=C(/O)c2ccc(F)cc2)C1c1ccccc1F (stereo not drawn),1.4%,4.7%,u,-0.4%,-6.1%,u,-0.6%,-3.8%,3.6%,6.0%
O=C(CCn1[nH]c(=O)c2ccccc2c1=O)NCCO,-3.4%,1.5%,x,x,-2.2%,-5.8%,-0.9%,x,x,-5.6%
O=c1[nH]c2ccccc2nc1C(Cl)c1ccccc1 (stereo not drawn),x,x,13.2%,2.8%,16.0%,u,u,18.0%,7.1%,-3.1%
